Screens from PubChem BioAssay.
RXFP1 antagonist: antagonists of human relaxin receptor RXFP1 | AID 1259400 | Q9HBX9 | HEK293-RXFP1, relaxin-stimulated cAMP HTRF, 30 min; hits give low values | actives 0.59% (n = 350,000) | activity change, negative = inhibition, % at 57.5 µM;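 active = activity change of -60% or lower, but not beyond a set lower limit; inconclusive = change between -60% and -40%, or beyond the set limit; inactive = change above -40%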; also: % is scaled to controls: 0 for no effect and ±100 for the full control effect
Vif-A3G inh: Vif-A3G binding inhibition | Q9HC16 | HeLa A3G-eYFP + Vif (tagged APOBEC3G with the HIV-1 protein that degrades it), YFP fluorescence, overnight | Potency, µM (titrated, usually from 46.1 µM), without a hit: at the top dose activity, negative = active, actives largely listed as inhibitors | actives 0.076% (n = 410,000) | AID 602310;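 also: potency is read from the fitted curve at half-maximal effect; % is scaled to controls: 0 for no effect and ±100 for the full control effect; nearly all actives have a fitted effect of over 60% in size; hits raise eYFP signal because A3G escapes Vif-driven loss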
Target sequence (Q9HC16 whole entry, looked up): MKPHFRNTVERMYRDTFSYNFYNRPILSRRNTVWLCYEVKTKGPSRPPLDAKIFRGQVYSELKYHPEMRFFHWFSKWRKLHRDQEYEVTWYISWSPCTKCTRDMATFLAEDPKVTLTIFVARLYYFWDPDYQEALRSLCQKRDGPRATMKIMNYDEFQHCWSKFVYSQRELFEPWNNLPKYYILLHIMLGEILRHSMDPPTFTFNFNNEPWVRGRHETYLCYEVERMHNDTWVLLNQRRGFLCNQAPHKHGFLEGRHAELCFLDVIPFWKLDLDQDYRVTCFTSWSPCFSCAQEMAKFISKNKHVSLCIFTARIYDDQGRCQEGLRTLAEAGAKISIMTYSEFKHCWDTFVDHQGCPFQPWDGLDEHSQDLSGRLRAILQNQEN
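Read-out is eYFP fluorescence (Ex 488/Em 500-530) from Vif-expressing HeLa A3G-eYFP cells; more signal means A3G escaped Vif-mediated degradation. Cells plated overnight, compound pinned in, incubated overnight at 37 deg C.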
RXFP1 ag: RXFP1 (human) receptor agonism | Q9HBX9 | HEK293T-RXFP1 cAMP TR-FRET, 30 min; response scale: percent of porcine relaxin response, buffer zero | Potency, µM (series often up to 57.5 µM), for the others: at the top dose activation, actives largely listed as activators | actives 0.3% (n = 370,000) | AID 2676; also: potency is read from the fitted curve at half-maximal effect; % is scaled to controls: 0 for no effect and ±100 for the full control effect; nearly all actives have a fitted effect of over 60% in size; many of its hits are not listed in these tables
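cAMP rise read by TR-FRET after 30 min, 37C compound exposure (up to 58 uM) in RXFP1-transfected HEK293 cells with Ro 20174 present. EC50 from Hill-equation fits, with 29 nM porcine relaxin as 100% and buffer as basal.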
D1 agonist: human D1 receptor agonism; activation, % at 2 µM; HEK293 T-REx D1 cells, calcium flux, agonist mode; AID 504660; P21728; actives 1% (n = 360,000); in the data active = activation above about 30%; also: 0% is about no effect
Target sequence (P21728 whole entry, looked up): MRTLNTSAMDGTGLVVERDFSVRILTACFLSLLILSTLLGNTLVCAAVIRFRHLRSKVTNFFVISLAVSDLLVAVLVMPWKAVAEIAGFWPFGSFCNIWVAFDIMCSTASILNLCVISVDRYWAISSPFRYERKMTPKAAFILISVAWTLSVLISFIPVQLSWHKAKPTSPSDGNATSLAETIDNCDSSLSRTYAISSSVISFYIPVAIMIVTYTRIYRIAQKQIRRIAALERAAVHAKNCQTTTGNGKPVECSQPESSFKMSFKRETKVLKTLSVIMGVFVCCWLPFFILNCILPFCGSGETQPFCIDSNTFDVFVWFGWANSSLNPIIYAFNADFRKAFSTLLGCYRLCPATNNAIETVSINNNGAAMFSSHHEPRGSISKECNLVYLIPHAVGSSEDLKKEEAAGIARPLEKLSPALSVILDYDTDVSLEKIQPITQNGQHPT
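Inducible HEK293 T-REx D1 cells, force-coupled to calcium signalling, were plated at 4000 cells/well with tetracycline and held overnight at 30 C. After no-wash calcium dye loading, compound-evoked calcium rise over 180 s flagged agonists.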
Vif-APOBEC3F blk: blocks the Vif interaction with APOBEC3F; HeLa A3F-eYFP + Vif (tagged APOBEC3F with the HIV-1 protein that degrades it), YFP fluorescence increase; actives 0.2% (n = 390,000); Potency, µM (doses to about 46.1 µM), for inactives: top-dose activity, negative = active; AID 602313; also: potency is read from the fitted curve at half-maximal effect; % of control where 0% means no effect; nearly all actives have a fitted effect of over 65% in size
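HeLa cells stably expressing Vif plus C-terminally eYFP-tagged A3F were seeded, incubated overnight at 37 deg C, dosed with compound, incubated overnight again at 37 deg C. Yellow fluorescence (Ex 488/Em 500-530) reported blocked Vif-mediated A3F-eYFP degradation.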
D1 potentiator: enhances dopamine response at the human D1 receptor; actives 0.036% (n = 360,000); P21728; HEK293 TREx D1 cells, calcium flux, dopamine EC20 potentiation; potentiation, % at 10 µM; in the data active = potentiation above about 30%; also: 0% is about no effect
Glioma ERSR ind: ER stress response induction in glioma; Potency, µM, without a hit: top-dose activation, hits mostly activators; U87-MG GRP78 promoter luciferase reporter, 16 h; actives 0.02% (n = 420,000); also: potency is read from the fitted curve at half-maximal effect; series mostly up to about 76 µM; % of control where 0% means no effect; nearly all actives have a fitted effect of over 35% in size
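ERSR induction read as luciferase luminescence (Bright-Glo, 10 min at room temperature) in stably transfected human U87-MG glioma cells exposed to compounds for 16 h, using GRP78 as sensor.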
D2 potentiator: positively modulates the human D2 dopamine receptor allosterically; P14416; HEK293 T-REx D2, calcium flux, EC20 dopamine potentiation; potentiation, % at 10 µM; actives 0.34% (n = 340,000); AID 485347;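 active = potentiation over 3 SD above the plate norm, cut at about 30% in these data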; also: 0% is about no effect
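Primary screen. Calcium kinetics in induced HEK293 T-REx D2 cells: compound pre-addition 180 s, EC20 dopamine, 180 s more.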
D1 antag: antagonists of human D1 dopamine receptor | actives 3.2% (n = 360,000) | P21728 | activity change, negative = inhibition, % at 10 µM | HEK293 TREx D1 cells, calcium flux, dopamine EC80; hits give low values; in the data active = activity change below about -30%; also: % is scaled to controls: 0 for no effect and ±100 for the full control effect
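Calcium flux readout: force-coupled, inducible Hek293 Trex D1 line, cells induced overnight at 30 C with tetracycline, dye-loaded 30–90 min at RT. Antagonism scored against EC80 dopamine challenge given 180 s after compound.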
* = called active by the depositor; ? = inconclusive; . = no result given; & = joins results of further samples; ! = a repeat was not active. Unless noted, calls follow the shape of the dose curve; as a rule, active = well fitted curve in the direction sought with a large enough effect; inconclusive = small, poorly fitted or top-dose-only effect, or another doubt; inactive = no such curve, though single readings can be large; an effect the other way counts as inactive or inconclusive. An excerpt (hit frequency here may not be typical).

SMILES	RXFP1 antagonist	Vif-A3G inh	RXFP1 ag	D1 agonist	Vif-APOBEC3F blk	D1 potentiator	Glioma ERSR ind	D2 potentiator	D1 antag
Cc1cc(C)c(C#N)c(SCc2nnc(-c3ccccc3[N+](=O)[O-])o2)n1	-15	-4%	2.2%	38*	-21%	4	10%	12	-4
CC(=O)Oc1ccc(N2C(=O)C3C(C2=O)C(C(=O)c2ccc(Cl)cc2)N2CCCC32)cc1 (centres undefined)	-12	?	-0.3%	0	?	1	-17%	-1	-20
O=C(CCNS(=O)(=O)c1cccc(C(F)(F)F)c1)NC1CC1	3	1%	-2.1%	2	4%	3	-9%	45*	13
NC(=O)c1nsc(C(=O)N(c2ccccc2F)C(C(=O)NCc2ccccc2)c2ccc(O)cc2)c1N (centres undefined)	-1	1%	1.3%	10	4%	6	10%	14	9
COc1ccc(S(=O)(=O)N(C)C[C@H]2OCc3cnnn3CCCC(=O)N([C@H](C)CO)C[C@H]2C)cc1	10	-6%	.	.	1%	.	-3%	.	.
Cc1ccc(C(=O)OCC(=O)NCC2CCCO2)c(C)c1 (centres undefined)	-3	0%	-0.2%	0	10%	-6	2%	0	5
COc1ccc(NC(=O)C(Cc2ccccc2)NS(=O)(=O)c2ccc3c(c2)CCC(=O)N3)c(OC)c1 (centres undefined)	.	0%	2.1%	1	-2%	-3	-3%	6	-3
COc1ccccc1C/C(N)=N/OC(=O)COc1cccc(C)c1	-12	0%	1.7%	6	-1%	0	0%	4	2
CCN(CC)S(=O)(=O)c1ccc(C(=O)Nc2nnc(CSC)o2)cc1	0	-7%	-0.7%	2	-7%	-7	0%	-4	-6
CCc1ccccc1NC(=O)C1=CC(c2ccc(OC)c(OC)c2)=NS(=O)(=O)N1C	-1&-13	6%&1%	6.0%&1.0%	35*!	-14%&-23%	-2&2	-5%&-1%	0&-10	-12&-16
CCOC(=O)Cn1nc2sc3ccccc3n2c(=O)c1=O	-6	0%	5.7%	3	1%	0	-3%	-3	-4
Cn1c(=O)c2cc(C(=O)N3CCN(c4cccc(C(F)(F)F)c4)CC3)sc2c2ccccc21	-3	2%	3.7%	0	0%	4	-3%	-2	-26
O=C(NCc1ccncc1)Nc1ccccc1Cl	-2	2%	1.2%	0	-2%	5	-4%	-3	-14
Cc1nc(SCC(=O)Nc2nc3ccccc3s2)n[nH]1	8	0%	0.5%	4	0%	-4	8%	-1	-16
CCN(CC)C(=O)C1=C(C)N(Cc2ccc(C(C)(C)C)cc2)C(=O)C(CC(=O)NCc2cccs2)C1 (centres undefined)	-4	-12%	.	.	6%	.	1%	.	.
COC(=O)C(CC(C)C)Oc1ccc2c(C)cc(=O)oc2c1 (centres undefined)	-6	0%	1.4%	10	-11%	-2	-1%	8	3
CC(C)=C(NC(=O)c1ccccc1)C(=O)N/N=C(\C)c1ccccc1O	15	4%	1.0%	1	-9%	-4	-3%	-20	-9
Cc1ccc(/C=N/Nc2ccnc3cc(Cl)ccc23)c(C)c1	-3	-20%	-0.5%	8	2%	-9	-12%	-30	-29
O=C(O)c1cccc(Nc2ncnc3c2cnn3-c2ccccc2)c1	-8	-4%	1.2%	5	-13%	1	-12%	6	8
Cc1nnc(SCc2nc3sc4c(c3c(=O)[nH]2)CCCC4)n(N)c1=O	-18	-17%	13%	6	?	-3	-1%	10	8
O=C(O)C1C2CCC(CC2)C1C(=O)N1CCN(Cc2ccc(F)cc2)CC1 (centres undefined)	8	-3%	-2.5%	-3	-7%	-8	-2%	14	-8
CCc1ccc2oc(C(=O)Nc3cccnc3)c(C)c2c1	4	-30%	0.8%	2	-26%	-4	0%	-3	-13
N#CC1=C(N)Oc2cc(O)c(Cl)cc2C1c1cccnc1 (centres undefined)	13	-9%	3.5%	60*	?	2	-4%	0	7
Cc1nc(C(=O)NCC(=O)c2ccccc2)c(C(F)(F)F)o1	-21	-7%	2.2%	2	-1%	-3	1%	-1	-13
Cc1cccc(C)c1OCc1nnc(SCC(=O)Nc2nccs2)o1	-16	-2%	0.5%	-1	-3%	.	0%	0	0

With a hit mark in D1 agonist (from the list above):
SMILES	RXFP1 antagonist	Vif-A3G inh	RXFP1 ag	D1 agonist	D1 potentiator	Glioma ERSR ind	D2 potentiator	D1 antag
Cc1cc(C)c(C#N)c(SCc2nnc(-c3ccccc3[N+](=O)[O-])o2)n1	-15	-4%	2.2%	38*	4	10%	12	-4
CCc1ccccc1NC(=O)C1=CC(c2ccc(OC)c(OC)c2)=NS(=O)(=O)N1C	-1&-13	6%&1%	6.0%&1.0%	35*!	-2&2	-5%&-1%	0&-10	-12&-16
N#CC1=C(N)Oc2cc(O)c(Cl)cc2C1c1cccnc1 (centres undefined)	13	-9%	3.5%	60*	2	-4%	0	7

Of the compounds above, 4 have a Cl atom:
SMILES	RXFP1 antagonist	Vif-A3G inh	RXFP1 ag	D1 agonist	Vif-APOBEC3F blk	D1 potentiator	Glioma ERSR ind	D2 potentiator	D1 antag
CC(=O)Oc1ccc(N2C(=O)C3C(C2=O)C(C(=O)c2ccc(Cl)cc2)N2CCCC32)cc1 (centres undefined)	-12	?	-0.3%	0	?	1	-17%	-1	-20
O=C(NCc1ccncc1)Nc1ccccc1Cl	-2	2%	1.2%	0	-2%	5	-4%	-3	-14
Cc1ccc(/C=N/Nc2ccnc3cc(Cl)ccc23)c(C)c1	-3	-20%	-0.5%	8	2%	-9	-12%	-30	-29
N#CC1=C(N)Oc2cc(O)c(Cl)cc2C1c1cccnc1 (centres undefined)	13	-9%	3.5%	60*	?	2	-4%	0	7

Further results.
SMILES	RXFP1 antagonist	Vif-A3G inh	RXFP1 ag	D1 agonist	Vif-APOBEC3F blk	D1 potentiator	Glioma ERSR ind	D2 potentiator	D1 antag
CC1CCCC(NC(=O)CCCn2c(=O)[nH]c3cc(Cl)ccc3c2=O)C1C (centres undefined)	2	0%	0.0%	3	-3%	-3	-5%	23	5
Cc1noc(NS(=O)(=O)c2ccc(NC(=O)C34CC5CC(C3)CC(n3cnc(Cl)n3)(C5)C4)cc2)c1C	-4	-2%	1.2%	7	-2%	-1	-4%	-1	8
O=S1(=O)N[C@@H](CC2=CCCCC2)C2CCCCC2O1 (some centres undefined)	.	2%	-0.4%	1	-3%	-2	-5%	-19	-1
C(=C\c1ccccc1)/C=N/Nc1nc(N2CCCCC2)nc(N2CCCCC2)n1	-3	1%	-0.4%	0	1%	-1	-2%	-4	17
CCOc1ccc(/C=C/C(=O)N(CC)CC(=O)Nc2ccc3c(c2)OCCO3)cc1OC	5	-4%	-0.6%	1	8%	1	6%	2	13
CC1CC(C)CN(C(=O)c2ccc3c(c2NCCO)C(=O)c2ccccc2C3=O)C1 (centres undefined)	-12	-8%	-0.8%	1	4%	0	-7%	2	17
CCN(CC)C(=O)C1CCCN(C(=O)c2cc(COc3cccc(OC)c3)on2)C1 (centres undefined)	1	-1%	-0.8%	2	1%	5	2%	-5	7
COc1ccc(Cl)cc1NC(=O)Cn1c(=O)n2nc(-c3ccccc3)nc2c2ccccc21	15	-8%	0.9%	-1	-4%	-1	3%	2	4
CC1(C)Cc2c(cnn2-c2ccccc2)C(NC(=O)C2(C(N)=O)CC2)C1 (centres undefined)	0	0%	2.0%	3	10%	-1	5%	-5	4
Cc1ccc(N/N=C/c2ccc(N3CCOCC3)cc2)cc1C	-8	-3%	1.7%	2	-3%	-2	2%	-12	-16
CCCCn1c(N)c(N(CC(C)C)C(=O)CSc2ccccc2C)c(=O)[nH]c1=O	-2	-5%	0.1%	9	5%	-5	-3%	-4	3
CCCN(CC1CC1)C(=O)CSc1nnc(-c2ccco2)n1N	.	.	2.4%	1	.	2	.	14	4
COc1ccc(O)c(C(=O)c2cc(C(=O)NCCc3ccccc3)c(=O)n(CCc3ccccc3)c2)c1	7	0%	2.7%	10	-17%	0	-1%	4	2
CC(C)OP(=O)(OC(C)C)C(NC(=O)c1ccccc1)C(N)=O (centres undefined)	4	-5%	0.6%	2	-4%	-3	-4%	-2	12
COc1ccc(/C=N/NC(=O)c2ccncc2)cc1CN1CCOCC1	-8	0%	0.0%	2	2%	2	-4%	18	25
Nc1ccc(NC(=O)c2cccc(C(=O)Nc3ccc(N)cc3Cl)c2)c(Cl)c1	-5&-1	?	-2.3%&-1.5%	1&26	-23%&-10%	-1&-1	?	-6&3	-10&-17
O=C(N/N=C/c1ccccc1[N+](=O)[O-])c1ccc2nc[nH]c2c1	-3	-3%	-0.4%	2	4%	6	-3%	-11	2
Cn1cc([N+](=O)[O-])c(C(=O)NCc2cc3cc(Cl)ccc3[nH]2)n1	14	-7%	0.5%	20	3%	-7	-6%	3	-17
Cc1ccc(OCc2cc(C(=O)N3CCc4sccc4C3)no2)cc1C	3	2%	3.4%	11	-5%	1	1%	-12	13
COc1cccc(C2CC(c3cccs3)=NN2S(C)(=O)=O)c1OC (centres undefined)	-7	-8%	1.0%	2	-8%	4	-2%	2	11
CCOC(=O)C1=C(C)NC(=O)CC1c1cc(OC)c(OC)cc1Br (centres undefined)	2	-3%	-0.5%	3	?	-1	-3%	2	5
Cc1nn(S(=O)(=O)c2cccc([N+](=O)[O-])c2)c(C)c1S(=O)(=O)N1CCOCC1	-17	3%	-0.3%	5	-6%	-4	-5%	-7	-1

An excerpt from above in order of the RXFP1 ag value, falling.
Molecule	RXFP1 ag
CCCN(CC1CC1)C(=O)CSc1nnc(-c2ccco2)n1N	2.4%
Cc1ccc(N/N=C/c2ccc(N3CCOCC3)cc2)cc1C	1.7%
CCOc1ccc(/C=C/C(=O)N(CC)CC(=O)Nc2ccc3c(c2)OCCO3)cc1OC	-0.6%
